Assay outcomes (PubChem)
Spn DPM-DC inh – blocks S. pneumoniae diphosphomevalonate decarboxylase. calls only at 10 µM. purified DPM-DC, PK/LDH coupled NADH fluorescence. 65,000 tested, 0.49% active;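 active = the 320 compounds with the highest percent inhibition in the single-dose primary screen, excluding strongly autofluorescent ones, cut at about 32% in these data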;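 note: kinetic rate of NADH fluorescence loss reporting ADP formed by the decarboxylase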
KRASV12 cytotoxicity – cytotoxicity in KRAS-transformed pancreatic duct cells, primary screen, cell-based, fluorescence, HTS (AID 431) | 63,000 tested, 1.7% active | one-dose cytotoxicity, % at 10 µM; EC50 in µM for titrated hits | HPDE-C7K KRASV12 cells, Alamar Blue viability, 48 h; higher % means a stronger effect;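 active = compounds whose percent cytotoxicity in the single-dose primary screen, scaled between solvent and toxic-drug controls, exceeds 50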;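 note: 0% = DMSO solvent wells and 100% = doxorubicin-treated wells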
LYP phosphatase – inhibition of human PTPN22 tyrosine phosphatase – biochemical, DiFMUP fluorescence, recombinant catalytic domain, 10 µM, primary screen (AID 606); recombinant LYP catalytic domain, DiFMUP fluorescence; higher % means a stronger effect; inhibition, % at 10 µM, or IC50 in µM where a hit was titrated; 52,000 tested, under 10 active;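 active = IC50 under 40 µM in the dose-response test; inactive = IC50 of 40 µM or more, or never dose-tested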
HT1080 viability – cytotoxicity in HT1080 fibrosarcoma cells, cell-based, fluorescence readout (AID 620) | HT1080 viability, fluorescence; higher % means a stronger effect | one-dose cytotoxicity, % at 10 µM; EC50 in µM for titrated hits | 87,000 tested, 0.42% active;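 note: cells exposed to compound overnight then 4 h with Alamar Blue; 0% = vehicle DMSO and 100% = killing control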
PMK inhibit – inhibitors of Streptococcus pneumoniae phosphomevalonate kinase; purified PMK, PK/LDH-coupled NADH absorbance 340 nm; inhibition, % at 10 µM; 65,000 tested, 0.49% active; AID 539;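 active = top-ranked compounds by inhibition in the single 10 µM screen, taking a fixed number of the strongest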;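 note: 0% = full reaction with DMSO carrier and 100% = background rate without enzyme reaction; no value below 0 was filed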
HPDE-C7 viability – cytotoxicity in HPDE-C7 cells, cell-based, fluorescence, HTS (AID 430) | HPDE-C7 pancreatic duct cells viability, fluorescence; higher % means a stronger effect | one-dose cytotoxicity, % at 10 µM; EC50 in µM for titrated hits | 63,000 tested, 1.8% active;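 note: cells exposed to compound for 48 hours before viability readout; 0% = vehicle and 100% = reference cytotoxic drug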
Spn MK inh – blocks S. pneumoniae mevalonate kinase | 65,000 tested, 0.48% active | purified MK, PK/LDH-coupled NADH absorbance 340 nm | inhibition, % at 10 µM;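 active = ranked among the strongest by inhibition in the single 10 µM screen, a fixed top-ranked set picked for dose follow-up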; note: no value below 0 was filed
Alkaline phosphatase – human TNAP enzyme inhibitors, biochemical, luminescent (AID 518); inhibition, % at 20 µM, or IC50 in µM where a hit was titrated; purified TNAP enzyme, luminescent substrate readout; higher % means a stronger effect; 64,000 tested, 0.09% active; in the data active = a potency from the dose series; inactive = the rest, 99 in 100 with inhibition below about 22%;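 note: plate controls were vehicle for no effect and reference inhibitor for full effect; many of its hits are not listed in these tables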
Bfl-1 displacement – Bfl-1 inhibitors, primary screen, biochemical, fluorescence polarization, FITC-Bid, mouse (AID 432) | FITC-Bid BH3 peptide fluorescence polarization displacement; higher % means a stronger effect | displacement, % at 20 µM, or IC50 in µM where a hit was titrated | 64,000 tested, 0.02% active; in the data active = a potency from the dose series; inactive = the rest, 99 in 100 with displacement below about 15%; note: strong numbers were not always called active
PMK inhibit pilot replicates – recorded beside PMK inhibit, whose call it bears; inhibition, %; measured here: pilot screen replicates
Spn MK inh pilot replicates – recorded beside Spn MK inh, whose call it bears; inhibition, %; measured here: pilot screen replicates
Spn DPM-DC inh pilot screen % – also measured in Spn DPM-DC inh; calls as there; inhibition, %; measured here: pilot screen trials
Numbers without * were called inactive; i = inactive; . = not tested or not shown. Cut-off read from the data, not from the text of the source, unless noted: active = cytotoxicity above about 50%; inactive = the rest. An unsorted share of the library; overall some 3.6% were active at least once.

SMILES	Spn DPM-DC inh	KRASV12 cytotoxicity	LYP phosphatase	HT1080 viability	PMK inhibit	HPDE-C7 viability	Spn MK inh	Alkaline phosphatase	Bfl-1 displacement	others
Cc1noc(COc2ccc(OCc3nc(C)no3)cc2)n1	i	-12%	7%	.	0	-17%	6	-4%	-6%
CCCOc1ccc(S(=O)(=O)n2cc(Br)c(=O)[nH]c2=O)cc1	i	9%	3%	-3%	4	0%	9	6%	2%
COc1cc(O)c2c(c1)OC(C)(C)CC2=O	i	4%	-5%	3%	9	6%	6	3%	6%
O=C1CC(C(=O)N2CCOCC2)C2(CCCC2)O1 (stereo not drawn)	i	1%	-8%	-1%	3	-5%	14	11%	-7%
COc1ccc(-n2nnnc2SCC(=O)Nc2cccc(C)n2)cc1OC	i	-8%	5%	3%	4	4%	10	10%	4%
CCN(CC)S(=O)(=O)c1ccc(S(=O)(=O)Nc2cc3c(cc2C(C)=O)OCO3)cc1	i	19%	2%	-4%	16	1%	9	14%	-1%
CC(C)OC(=O)c1c(NC(=O)CCn2nnc3ccccc32)sc2c1CCCC2	i	-4%	.	2%	8	0%	2	10%	-7%
CC(C)Cn1c(=O)c2c(c3ccccc31)OC(C)C(=O)N2 (stereo not drawn)	i	-1%	.	-1%	17	-9%	4	10%	-9%
O=CN(Cc1ccco1)C1(C(=O)NC2CCCCC2)CCCCC1	i	-17%	.	6%	8	-28%	14	8%	-2%
CC(=O)NC1(C(F)(F)F)NC(=O)N(CC(C)C)C1=O (stereo not drawn)	i	-9%	-1%	-12%	21	-7%	0	6%	-6%	PMK inhibit pilot replicates=0.5;Spn MK inh pilot replicates=1.0;Spn DPM-DC inh pilot screen %=2.5

Compounds above with four or more nitrogen atoms (3):
SMILES	Spn DPM-DC inh	KRASV12 cytotoxicity	LYP phosphatase	HT1080 viability	PMK inhibit	HPDE-C7 viability	Spn MK inh	Alkaline phosphatase	Bfl-1 displacement	others
Cc1noc(COc2ccc(OCc3nc(C)no3)cc2)n1	i	-12%	7%	.	0	-17%	6	-4%	-6%
COc1ccc(-n2nnnc2SCC(=O)Nc2cccc(C)n2)cc1OC	i	-8%	5%	3%	4	4%	10	10%	4%
CC(C)OC(=O)c1c(NC(=O)CCn2nnc3ccccc32)sc2c1CCCC2	i	-4%	.	2%	8	0%	2	10%	-7%

More results follow:
SMILES	Spn DPM-DC inh	KRASV12 cytotoxicity	LYP phosphatase	HT1080 viability	PMK inhibit	HPDE-C7 viability	Spn MK inh	Alkaline phosphatase	Bfl-1 displacement	others
COCCN1C(=O)c2ccc(C(=O)NCc3cccnc3)cc2C1=O	i	-2%	1%	-4%	4	-8%	8	12%	-1%
COc1ccc(C2c3c(oc4ccccc4c3=O)C(=O)N2CCN2CCOCC2)cc1OC (stereo not drawn)	i	-3%	-4%	-20%	8	-6%	0	-7%	1%
O=C(Nc1cccc2ccccc12)OC1C=CS(=O)(=O)C1 (stereo not drawn)	i	-6%	9%	1%	11	-6%	8	7%	-1%
Cc1cc(C)c2[nH]c(=O)c(CN(Cc3nnnn3C3CCCC3)C3CCCCC3)cc2c1	i	-6%	.	13%	16	1%	4	6%	-2%
O=C(NC1CCSC1=O)c1cccc(C(=O)NC2CCSC2=O)c1 (stereo not drawn)	i	-6%	.	-2%	0	-15%	2	0%	9%
COc1ccc(OC)c(NC(=O)CSc2nnnn2-c2ccc3c(c2)OCO3)c1	i	-12%	8%	-3%	15	-12%	0	7%	-5%
CCN1C(=O)CC(N2CCC(Cc3ccccc3)CC2)C1=O (stereo not drawn)	i	16%	3%	7%	19	-5%	2	-2%	-2%
Cc1ccc(Cl)cc1N1CCN(C(c2cccnc2)c2nnnn2C2CCCCC2)CC1 (stereo not drawn)	i	-12%	.	-8%	8	1%	0	14%	-6%
Cc1ccc(S(=O)(=O)Cn2nnnc2C(C(C)C)N2CCc3ccccc3C2)cc1 (stereo not drawn)	i	8%	4%	3%	11	-5%	6	7%	2%
O=C(NCCc1cn2ccsc2n1)C1CCCCC1	i	-1%	-2%	0%	4	-12%	7	6%	7%
Cc1cccc(Nc2nc(N)nc(CN3CCN(Cc4ccc5c(c4)OCO5)CC3)n2)c1	i	-15%	5%	-23%	1	-11%	9	9%	-6%
O=C(Oc1nsnc1N1CCCCC1)N1CCOCC1	i	.	8%	-3%	12	.	0	.	.
CC(NC(=O)c1cc2c(=O)n(C)c3ccccc3c2n1C)c1ccc2c(c1)OCCO2 (stereo not drawn)	i	42%	2%	-1%	7	39%	12	11%	-2%	PMK inhibit pilot replicates=7.5;Spn MK inh pilot replicates=2.5;Spn DPM-DC inh pilot screen %=16
Cc1ccc(-c2cnc(NC(=O)CCC(=O)N3CCCCC3)n2C)cc1	i	-4%	.	-7%	9	-28%	2	10%	3%
COc1ccc(C2CC(c3cc(Br)ccc3F)n3nnnc3N2)cc1 (stereo not drawn)	i	2%	-13%	-1%	5	-9%	3	15%	-1%
O=C(OC1CCCCC1)c1ccc2c(c1)C1C=CCC1C(C(=O)O)N2 (stereo not drawn)	i	-5%	12%	.	0	-17%	0	6%	43%
Cc1ccc2c(c1)NCC(C(=O)NC1CCCCC1)O2 (stereo not drawn)	i	1%	9%	-2%	9	-10%	2	9%	-1%
CCS(=O)(=O)NCc1csc(-c2ccccc2)n1	i	-7%	9%	1%	7	-15%	4	6%	6%
O=C(CSc1ncccn1)Nc1ccccc1	i	6%	.	2%	0	6%	5	2%	-4%
COC(=O)c1ccc(C)c(NC(=O)c2c(-c3ccccc3)noc2C)c1	i	-6%	.	-4%	10	0%	8	6%	-8%
CCN(CC(=O)N1CCOCC1)S(=O)(=O)c1ccc(C)cc1	i	-7%	7%	2%	4	6%	8	-2%	2%
COc1ccc(-c2cc(-c3c(O)c(OC)c4occc4c3OC)[nH]n2)cc1OC	i	36%	10%	-10%	10	39%	6	-2%	9%
CCC(C)c1c(O)nc(SCC(=O)c2ccccc2)[nH]c1=O (stereo not drawn)	i	-10%	.	8%	0	10%	6	14%	-8%
CSc1ccc(Cn2nnc(C(=O)NCc3ccccc3)c2N)cc1	i	11%	7%	-3%	6	2%	0	11%	-9%	PMK inhibit pilot replicates=1.5;Spn MK inh pilot replicates=5.0;Spn DPM-DC inh pilot screen %=1.0
Cc1ccccc1-n1c(SCc2cc(=O)n3ccccc3n2)nc2[nH]ncc2c1=O	i	-6%	-4%	-2%	9	-8%	3	-4%	-1%
COc1cccc(NC(=O)Cc2nnc(SCCOc3ccccc3)n2C)c1	i	-22%	4%	-2%	9	-5%	4	13%	-5%
c1ccc(-n2nnnc2OCCOc2nnnn2-c2ccccc2)cc1	i	5%	22%	-3%	9	7%	11	10%	-5%	PMK inhibit pilot replicates=0.0;Spn MK inh pilot replicates=0.0;Spn DPM-DC inh pilot screen %=0.0
Cc1ccc(CSc2nnc(-c3cccs3)n2C)cc1	i	38%	8%	2%	3	-1%	16	12%	-3%
CC1(C)SCC2C(=O)N3C(CSC3(C)C)C(=O)N21 (stereo not drawn)	i	-18%	-3%	-18%	11	-23%	6	8%	-9%
Cc1cccc(-n2c(O)c(C=Nc3ccc4c(c3)OCO4)c3ccccc3c2=O)n1	i	.	3%	-1%	2	.	2	26%	-5%

No new results follow: entries from further up.
SMILES	Spn DPM-DC inh	KRASV12 cytotoxicity	LYP phosphatase	HT1080 viability	PMK inhibit	HPDE-C7 viability	Spn MK inh	Alkaline phosphatase	Bfl-1 displacement	others
COc1cccc(NC(=O)Cc2nnc(SCCOc3ccccc3)n2C)c1	i	-22%	4%	-2%	9	-5%	4	13%	-5%
c1ccc(-n2nnnc2OCCOc2nnnn2-c2ccccc2)cc1	i	5%	22%	-3%	9	7%	11	10%	-5%	PMK inhibit pilot replicates=0.0;Spn MK inh pilot replicates=0.0;Spn DPM-DC inh pilot screen %=0.0
Cc1ccc(CSc2nnc(-c3cccs3)n2C)cc1	i	38%	8%	2%	3	-1%	16	12%	-3%
CC1(C)SCC2C(=O)N3C(CSC3(C)C)C(=O)N21 (stereo not drawn)	i	-18%	-3%	-18%	11	-23%	6	8%	-9%
Cc1cccc(-n2c(O)c(C=Nc3ccc4c(c3)OCO4)c3ccccc3c2=O)n1	i	.	3%	-1%	2	.	2	26%	-5%

3 entries drawn at random from the list so far:
SMILES	Spn DPM-DC inh	KRASV12 cytotoxicity	LYP phosphatase	HT1080 viability	PMK inhibit	HPDE-C7 viability	Spn MK inh	Alkaline phosphatase	Bfl-1 displacement	others
Cc1ccccc1-n1c(SCc2cc(=O)n3ccccc3n2)nc2[nH]ncc2c1=O	i	-6%	-4%	-2%	9	-8%	3	-4%	-1%
c1ccc(-n2nnnc2OCCOc2nnnn2-c2ccccc2)cc1	i	5%	22%	-3%	9	7%	11	10%	-5%	PMK inhibit pilot replicates=0.0;Spn MK inh pilot replicates=0.0;Spn DPM-DC inh pilot screen %=0.0
Cc1ccc(CSc2nnc(-c3cccs3)n2C)cc1	i	38%	8%	2%	3	-1%	16	12%	-3%

The results go on:
SMILES	Spn DPM-DC inh	KRASV12 cytotoxicity	LYP phosphatase	HT1080 viability	PMK inhibit	HPDE-C7 viability	Spn MK inh	Alkaline phosphatase	Bfl-1 displacement	others
O=C(NC1CCCCC1)c1ccc(CNc2ccccc2)o1	i	2%	11%	-1%	17	2%	0	3%	-3%
CCc1cccc(NC(=O)c2snc3c(=O)[nH]cnc23)c1	i	-6%	.	18%	8	1%	4	7%	5%
O=S(=O)(N1CCOCC1)n1nnc2ccccc21	i	.	6%	-4%	7	.	9	-10%	5%
COc1cccc(NC(=O)CNC(=O)c2ccccc2)c1	i	2%	10%	1%	2	-12%	6	7%	4%
Cn1cc(CNC(=O)C2c3ccccc3Oc3ccccc32)cn1	i	8%	4%	0%	15	-9%	1	9%	2%
CCSc1nnc(NC(=O)NC(CC)(C(F)(F)F)C(F)(F)F)s1	i	19%	3%	-3%	4	15%	8	6%	-3%
COc1ccc(CN2CCN(c3cc(C)nc4c5c(C)cc(C)nc5nn34)CC2)cc1F	.	-1%	7%	15%	5	-1%	11	-4%	2%
Cn1c(=O)oc2cc(S(=O)(=O)N3CCN(c4ccccc4)CC3)ccc21	i	2%	-2%	14%	4	-11%	15	10%	-40%
CCOc1ccc(C2C(C#N)=C(N)N3C(=C2C#N)Sc2ccccc23)cc1 (stereo not drawn)	i	8%	3%	-4%	1	6%	8	-3%	10%
CC(=O)Nc1cccc(NC(=O)c2c(-c3ccccc3)noc2C)c1	i	-3%	8%	9%	9	11%	5	10%	-4%
Cc1cccc(-n2nc3c(c2NC(=O)c2ccc(Br)o2)CSC3)c1	i	-3%	9%	.	0	5%	7	4%	-2%
Cc1ccccc1C(OCCN(C)C)c1ccccc1 (stereo not drawn)	i	5%	8%	-12%	0	-12%	5	9%	0%	PMK inhibit pilot replicates=1.0;Spn MK inh pilot replicates=0.0;Spn DPM-DC inh pilot screen %=0.0
Cc1ccccc1Nc1nc(N)nc(CN2CCN(c3ccccn3)CC2)n1	i	-1%	9%	-12%	3	6%	1	7%	-4%
